STK33 kinase inh: inhibitors of purified STK33 kinase, primary screen, biochemical, ADP-Glo luminescence, homogeneous, cell-free; Serine/threonine-protein kinase 33 (Homo sapiens), Q9BYT3; MBP phosphorylation; inhibition, % at 10 µM; actives 0.073% (n = 320,000); AID 2661, 2010;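 active means inhibition at or above 25%, using the most active replicate where run in duplicate; inactive means inhibition below 25%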
Target sequence (Q9BYT3 whole entry, looked up): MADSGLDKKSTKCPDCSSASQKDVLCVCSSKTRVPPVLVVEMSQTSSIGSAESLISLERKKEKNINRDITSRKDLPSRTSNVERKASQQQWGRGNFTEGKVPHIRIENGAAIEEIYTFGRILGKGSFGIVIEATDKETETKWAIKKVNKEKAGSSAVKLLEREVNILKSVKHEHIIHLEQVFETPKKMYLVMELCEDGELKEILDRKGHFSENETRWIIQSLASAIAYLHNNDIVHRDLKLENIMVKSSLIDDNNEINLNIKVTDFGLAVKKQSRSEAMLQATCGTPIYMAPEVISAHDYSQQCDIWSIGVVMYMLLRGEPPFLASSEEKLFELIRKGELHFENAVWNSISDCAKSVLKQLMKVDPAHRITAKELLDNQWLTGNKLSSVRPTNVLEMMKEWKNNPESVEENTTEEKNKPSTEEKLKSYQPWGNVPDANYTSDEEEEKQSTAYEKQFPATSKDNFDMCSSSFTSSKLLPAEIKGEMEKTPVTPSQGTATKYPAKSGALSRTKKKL
KCNQ2 inh: KCNQ2 potassium channel inhibitors, primary screen, cell-based, CHO-K1, FluxOR thallium flux, B-score (AID 2156). 20 min; hits give low values. B-score at 10 µM. actives 1.1% (n = 310,000). Potassium voltage-gated channel subfamily KQT member 2 (Rattus norvegicus), O88943;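 active means fluorescence ratio B-score at most minus 3 library SDs, with starting brightness B-score within 2 library SDs, cut at about -5.5 in these data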
Kir21 block: inhibitors of mouse Kir2.1 inward-rectifier potassium channel | AID 1672, 2009 | B-score at 10 µM | HEK293-Kir2.1, FluxOR thallium flux fluorescence; hits give low values | actives 0.85% (n = 310,000) | Inward rectifier potassium channel 2 (Mus musculus), P35561;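 active means fluorescence ratio B-score at or below minus 3 SD of library scores, with starting-brightness B-score within 2 SD, cut at about -4.2 in these data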;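 further: channel flux triggered by added potassium and thallium sulfate stimulus; B-score of peak minus minimum fluorescence over baseline after thallium stimulus; more negative B-score means stronger Kir2.1 block with less thallium influx; some compounds called inactive have numbers as strong as hits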
Target sequence (P35561 whole entry, looked up): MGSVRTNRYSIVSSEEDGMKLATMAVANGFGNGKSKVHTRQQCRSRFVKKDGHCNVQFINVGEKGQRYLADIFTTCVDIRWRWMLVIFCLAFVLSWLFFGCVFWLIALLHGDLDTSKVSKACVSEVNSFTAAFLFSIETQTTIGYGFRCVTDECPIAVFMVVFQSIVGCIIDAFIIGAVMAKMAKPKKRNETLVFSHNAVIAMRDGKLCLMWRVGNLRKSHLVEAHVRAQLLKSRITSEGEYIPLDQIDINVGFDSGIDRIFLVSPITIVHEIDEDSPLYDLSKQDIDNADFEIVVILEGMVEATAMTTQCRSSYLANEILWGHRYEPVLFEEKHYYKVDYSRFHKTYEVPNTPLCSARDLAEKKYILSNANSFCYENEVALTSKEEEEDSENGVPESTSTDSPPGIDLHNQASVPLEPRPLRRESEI
* marks the source's active call; other numbers are inactive results; i = inactive; · = not tested or not shown. This is a subset. The share of hits here may be higher or lower than overall.

SMILES | STK33 kinase inh | KCNQ2 inh | Kir21 block
Cc1nc2cc(C(F)(F)F)ccc2n1C1CCN(Cc2nnnn2Cc2cccs2)CC1 | -1.2 | i | -1.6
CC(C)CCNC(=O)c1c(N)n(CC2CCCO2)c2nc3ccccc3nc12 (configuration not stated) | 1.4 | i | -0.42
O=c1[nH]c(=O)n(Cc2ccccc2)c(O)c1C=NCCCO | -0.1 | i | 1.7
CCCCn1c(N)c(N(CCOC)C(=O)CN2CC=C(c3ccccc3)CC2)c(=O)[nH]c1=O | -0.5 | i | 0.4
Cc1nn(Cc2ccc(Cl)cc2Cl)c(Cl)c1C(=O)O | -0.2 | i | -2.8
CCCCS(=O)(=O)N1CCN(C(=N)N[N+](=O)[O-])CC1 | -0.2 | i | 0.03
Cc1cccc(CSc2nc3c(cc2C#N)CN(C)CC3)c1 | -0.9 | i | -0.95
Cn1cc(/C=C2\C(=O)NC(=O)N(c3ccccc3)C2=O)c2ccccc21 | -0.7 | i | 0.01
Cc1ccc(-n2c(O)c(C=Nc3ccccc3N)c(=O)[nH]c2=O)cc1C | -0.8 | i | -0.09
O=C(COc1ccccc1)N1CCN(C2CC3CCC2C3)CC1 (configuration not stated) | 0.0 | i | 1.7
CC(Cc1ccccc1)/[N+]([O-])=C\c1ccc(C(F)(F)F)cc1 (configuration not stated) | 3.6 | i | 1.4
Cn1c(O)c(N=Nc2cccc(S(=O)(=O)N3CCOCC3)c2)c(=O)n(C)c1=O | 1.1 | i | -0.03
Cc1cc(N2CCOCC2)ccc1/C=C1\C(=O)NC(=O)N(c2ccccc2)C1=O | -0.6 | i | -2.1
O=C1NC(=O)N(c2ccccc2)C(=O)/C1=C/c1ccoc1 | -0.1 | i | 0.01
CC(=O)c1c(C)n(Cc2ccccc2Cl)c2ccc(O)cc12 | -1.1 | i | 0.78
COc1c(O)ccc2c1-c1c3c(cc4c1C(C2)N(C)CC4)OCO3 (configuration not stated) | -2.3 | i | -0.18
O=C(O)Cn1cc(/C=C2\C(=O)NC(=O)N(Cc3ccco3)C2=O)c2ccccc21 | -5.9 | i | 2.7
Clc1ccc(COC(Cn2ccnc2)c2ccc(Cl)cc2Cl)cc1 (configuration not stated) | -2.8 | -8.3* | -2.9
O=c1[nH]c(=S)n(CCC2=CCCCC2)c(O)c1/C=N/N1CCOCC1 | 2.7 | i | -1.6
Cc1cc(Cl)ccc1C(=O)C1CCCN(Cc2ccon2)C1 (configuration not stated) | -0.3 | i | -2.3
O=C(Nc1ccc(F)cc1F)c1cccn(Cc2ccccc2)c1=O | 0.1 | i | 1.7
Nc1ncn[nH]1 | -0.4 | i | -0.03
Cc1nc2ccccc2c(=O)n1-c1ccccc1C(F)(F)F | -0.1 | i | 0.56
C[n+]1ccc(-c2ccccc2)c2ccccc21 | 0.2 | i | 1.2
CCCCC1(CN2CCCC2=O)C(=O)NC(=O)NC1=O | -2.4 | i | 3.2

The final 4 compounds of the section above open the next one:
SMILES | STK33 kinase inh | KCNQ2 inh | Kir21 block
Nc1ncn[nH]1 | -0.4 | i | -0.03
Cc1nc2ccccc2c(=O)n1-c1ccccc1C(F)(F)F | -0.1 | i | 0.56
C[n+]1ccc(-c2ccccc2)c2ccccc21 | 0.2 | i | 1.2
CCCCC1(CN2CCCC2=O)C(=O)NC(=O)NC1=O | -2.4 | i | 3.2
CCOC(=O)CSCCOc1ccc(C=C2C(=O)NC(=O)NC2=O)cc1OC | 0.4 | i | -0.01
CC(=NCCN1CCCCC1)c1c(O)n(-c2ccccc2)c(=O)[nH]c1=O | -2.9 | i | -1.3
Cc1ccnc(-n2c(-c3ccccc3)nc3ccccc3c2=O)c1 | -1.6 | i | -1.9
O=P1(Oc2ccccc2)OCCCS1 (configuration not stated) | 0.3 | i | -2.1
COP(=O)(/C=C(\Cl)c1ccccc1)/C=C(\Cl)c1ccccc1 | -1.0 | i | -0.29
COc1ccc(C(=O)C2CCCN(C3CSCCSC3)C2)c(OC)c1 (configuration not stated) | -1.8 | i | -2.1
CN(C)c1ccc(CN2CC=C(c3ccc(F)cc3)CC2)cc1 | -1.6 | i | -0.57
CCN(CC)CCCC(C)N=C(c1ccccc1)c1c(O)n(C)c(=O)n(C)c1=O (configuration not stated) | -0.3 | i | 0.79
c1ccc(C2CC3CC4(CCCC4)N2O3)cc1 (configuration not stated) | -2.1 | i | 1.6
C[C@@H](N)Cc1cnc[nH]1 | -1.8 | i | -0.4
CC(C)(C)C(=O)Nc1ccc(S(=O)(=O)N2CC3CC(C2)c2cccc(=O)n2C3)cc1 (configuration not stated) | -0.9 | i | 0.02
Cc1nn(C2CCOC(C)(C)C2)c2c1C(c1ccc3c(c1)OCO3)SCC(=O)N2 (configuration not stated) | 0.1 | i | 0.47
O=C(CCc1nc(-c2ccccc2F)no1)N1CCC2(CC1)OCCO2 | 1.6 | i | -0.83
O=C1NC(=O)N(c2ccc(Br)cc2)C(=O)/C1=C/c1ccsc1 | -4.1 | i | -1.5
Cc1ccccc1CN1CCN(C(=O)Cc2ccccc2)CC1 | -0.5 | i | -0.02
COc1ccc(-n2c(O)c(/C=C/C=Nc3ccccc3)c(=O)[nH]c2=O)cc1 | 0.7 | i | -5.2
O=C(Nc1c(F)cc(F)cc1F)c1cccn(Cc2ccccc2)c1=O | -3.1 | i | -0.16
CCCNS(=O)(=O)c1ccc(OCC(=O)N2CCN(Cc3ccc4c(c3)OCO4)CC2)c(C)c1 | · | i | 0.75
Cc1cccc(N2C(=O)NC(=O)/C(=C\c3ccc4c(c3)CCCN4Cc3ccccc3)C2=O)c1 | -0.8 | i | -0.77
C=C1C2[C@H](OC(C)=O)[C@@H]3CC(=O)[C@]4(C)OC[C@@]3(C)[C@@]4(O)[C@@H](OC(C)=O)[C@H](OC(C)=O)[C@@]2(COC(=O)c2ccccc2)[C@@H](OC(C)=O)C[C@@H]1O (some centres not stated) | -3.2 | i | -0.09
COc1cc(/C=C/[N+](=O)[O-])ccc1OC(=O)c1cccnc1 | -0.8 | i | -0.9
CC(=NCCCO)c1c(O)[nH]c(=O)[nH]c1=O | 0.7 | i | -0.01
O=C(COc1ccc(Br)cc1)N1CCN(C2CCCC2)CC1 | -3.1 | i | -1.3
C=C1C(=O)O[C@H]2C[C@@H](C)[C@@H]3C=CC(=O)[C@@]3(C)C[C@H]12 | -1.3 | i | -1.7
CCCCn1c(O)c(C(CC)=NCc2cc(OC)cc(OC)c2)c(=O)[nH]c1=O | -1.5 | i | -0.49
Additional structures:
SMILES | STK33 kinase inh | KCNQ2 inh | Kir21 block
OC(CCNCCc1c[nH]c2ccccc12)C(F)(F)Cl (configuration not stated) | 0.1 | i | 2.6
CCN(CC)C(=O)c1ccc(NC(=O)COc2ccc([N+](=O)[O-])cc2Cl)cc1 | -1.8 | i | -2.1
CCCC[N+]12CCC(CC1)C(=C(c1ccccc1)c1ccccc1)C2 | 0.3 | i | -0.59
O=C(c1ccccc1F)c1cn(CC(=O)N2CCCCC2)c2ccccc12 | 0.3 | i | 0.06
CCOP(=S)(OCC)Oc1cc(C)oc(=O)c1Cl | -1.7 | i | -2.3
CCN1CCN(c2nc3c(c(=O)[nH]2)CCC3)CC1 | 0.6 | i | 1.7
Cc1cc(OCC(=O)OC(C)C)c2c3c(c(=O)oc2c1)CCCC3 | 1.1 | i | 0.22
Fc1ccc(C[n+]2c(-c3ccccc3)cc(-c3ccccc3)cc2-c2ccccc2)cc1 | -0.8 | -6.3* | -9.3*
CCN1C(=O)NC(=O)/C(=C\c2cn(CC(=O)N3CCCCC3)c3ccccc23)C1=O | 0.0 | i | -1.7
Cc1cccc(N2C(=O)NC(=O)/C(=C/c3ccc(N4CCOCC4)cc3)C2=O)c1 | -0.3 | i | 0
CN(C)CC1CSCCC1(O)c1ccc(C(F)(F)F)cc1 (configuration not stated) | 1.9 | i | -0.15
O=c1[nH]c(=O)n(C2CCCCCC2)c(O)c1C=NCCCN1CCOCC1 | -0.4 | i | 0.18
CC(NCc1ccc(Cl)cc1Cl)C(O)c1ccccc1 (configuration not stated) | -1.2 | i | -10*
Nc1nonc1C(=O)N/N=C/c1ccc([N+](=O)[O-])o1 | 1.4 | i | -0.01
O=C1CC(=O)N(Cc2ccccc2)C(=S)N1 | -1.9 | i | -0.26
O=C(COC(=O)Cc1ccccc1)NC(=O)NC1CCCCC1 | -1.9 | i | 0.35
CN1C(=O)N(C)C(=O)C2(Cc3cc([N+](=O)[O-])ccc3N3CCN(C(=O)c4ccccc4)CC32)C1=O (configuration not stated) | 0.4 | i | -0.72
O=[N+]([O-])c1cccnc1N1CCCNCC1 | -0.9 | i | -0.74
C[C@H](NC(=O)N1C[C@H]2C[C@@H](C1)c1cccc(=O)n1C2)C(=O)Nc1ccc(F)c(F)c1 | -0.3 | i | 1.2
Cc1ccc(Cn2c(C)c3cnn(CC(=O)N4CCC5(CC4)OCCO5)c(=O)c3c2C)cc1 | -1.3 | i | -0.31
O=C(c1ccc(N2CCCCCC2)c([N+](=O)[O-])c1)N1CCC2(CC1)OCCO2 | 0.1 | i | 1.3
CN1CCN(C(=O)COc2ccc(N(C)S(=O)(=O)c3ccc(F)cc3)cc2)CC1 | -3.9 | i | -0.12
O=C(CSC1c2ccccc2-c2ccccc21)N/N=C/c1ccc(C(=O)O)cc1 | -2.3 | i | -2
CC(=O)c1cc(C(C)=O)c(C)[n+](C)c1C | 0.1 | i | 0.89
O=C1NC(=O)C(=Cc2ccc(-c3ccccc3[N+](=O)[O-])o2)C(=O)N1 | -1.5 | i | 0.33

2 entries picked at random from the list so far, as already listed:
SMILES | STK33 kinase inh | KCNQ2 inh | Kir21 block
C[C@H](NC(=O)N1C[C@H]2C[C@@H](C1)c1cccc(=O)n1C2)C(=O)Nc1ccc(F)c(F)c1 | -0.3 | i | 1.2
O=C1NC(=O)C(=Cc2ccc(-c3ccccc3[N+](=O)[O-])o2)C(=O)N1 | -1.5 | i | 0.33

Carrying on:
SMILES | STK33 kinase inh | KCNQ2 inh | Kir21 block
Cc1ccc(/C=C2\C(=O)NC(=O)N(CCc3ccc(F)cc3)C2=O)o1 | -2.1 | i | -0.02
O=C1NC(=O)C(=Cc2ccc(N3CCN(C(=O)c4ccccc4)CC3)c([N+](=O)[O-])c2)C(=O)N1 | -2.2 | i | 1.4
Cc1ccsc1C(=O)C1CCCN(CCO)C1 (configuration not stated) | -2.3 | i | -0.13
Cc1sc2ncn(CC(=O)N3CCC4(CC3)OCCO4)c(=O)c2c1C | -0.2 | i | 1.2
Clc1ccc2nc3c(c(-c4ccccc4)c2c1)CNCC3 | -1.1 | i | -7.2*
CCOc1ccc(N2C(=O)/C(=C\c3cccs3)C(=O)NC2=S)cc1 | -2.0 | i | 1.5
CP(=O)(Nc1ccccc1)C(Cl)(Cl)Cl (configuration not stated) | · | i | -0.52
O=c1[nH]c(=O)n(CCC2=CCCCC2)c(O)c1/C=N/N1CCOCC1 | -1.9 | i | 2.6
N#Cc1cc2c(nc1SCC(=O)Nc1ccc(Cl)cc1)C1CCN2CC1 | -0.6 | i | -1.2
O=c1c2ccccc2nc(/C=C/c2ccccc2)n1-c1ccccc1O | -2.1 | i | 1.3
O=C1CN=C(c2ccccc2)c2c(sc3c2CCCC3)N1 | -1.2 | i | 0.74
Cc1ccc(Cn2cc(C=O)c(-c3ccc(C)cc3)n2)cc1 | 0.2 | i | -0.67
CCc1ccccc1NC(=O)N1C[C@H]2C[C@@H](C1)c1cccc(=O)n1C2 | -3.1 | i | 1.7
C=CCN1C(=O)NC(=O)/C(=C/c2ccc(OC)c(COc3ccc(NC(C)=O)cc3)c2)C1=O | 1.1 | i | -0.72
CNC(=O)Oc1cccc(-c2cn3cc(Cl)ccc3n2)c1 | · | i | 0.87
COc1cccc(OCC(=O)N2CCN(C)CC2)c1 | -3.9 | i | -0.62
C=CCn1c(O)c(/C=C2\C=Nc3ccccc32)c(=O)[nH]c1=O | -0.1 | i | 1.8
Nc1ncc(P(=S)(N2CCOCC2)N2CCOCC2)s1 | 0.5 | i | 1.6
O=C(O)COc1ccccc1/C=C1\C(=O)NC(=O)N(CCC2=CCCCC2)C1=O | 0.5 | i | -0.08
O=C(NCC(c1cccnc1)N1CCN(c2ccccc2F)CC1)Oc1ccccc1 (configuration not stated) | -0.3 | i | 1.5
C=CCC1(Nc2ccccc2)CC(C)N(C)CC1C (configuration not stated) | -2.8 | i | 2.5
O=C(c1cc(F)ccc1F)C1CCCN(Cc2cccc(Cl)c2)C1 (configuration not stated) | -0.2 | i | 0.19
COc1cc2c(cc1OC)C(C(=O)N(C)C1CCCCC1)C1CCCCN1C2=O (configuration not stated) | -0.1 | i | 0.75
COc1ccc2c(c1)c(C(=O)O)c(C)n2CC(C)C | -1.4 | i | 0.39
COc1nc2ccccc2c(=O)n1-c1ccc(C)cc1 | -1.4 | i | -1.4
CCOc1ccc(N2C(=O)NC(=O)/C(=C\c3ccccc3[N+](=O)[O-])C2=O)cc1 | -1.3 | i | 0
O=c1c2ccccc2nc(-c2ccccc2)n1-c1ccc(O)cc1 | -1.1 | i | -0.31
COCCNC(=O)CN1C2CCC1CC(O)(c1cccnc1)C2 (configuration not stated) | -1.4 | i | -1.1
O=C(Nc1cccnc1)c1c(O)c2c(n(Cc3ccccc3)c1=O)CCCC2 | 0.0 | -5.8* | 0.33
O=C1NC(=O)C(Sc2ccccc2[N+](=O)[O-])C(=O)N1 | -2.2 | i | -0.36

Screens deposited in PubChem by several laboratories.
